Screening results deposited in PubChem by National Center for Advancing Translational Sciences (NCATS).
Pf Dd2 inh: blocks in vitro growth of P. falciparum Dd2; P. falciparum Dd2 growth, SYBR Green, 72 h; actives 4.3% (n = 120,000); Potency, µM (titrated, usually from 28.9 µM), for inactives: top-dose activity, negative = inhibition, most hits filed as inhibitors; active = well fitted inhibition curve with a large enough effect; inconclusive = small, poorly fitted or top-dose-only effect; inactive = no such curve, though single readings can be large or run the other way;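 note: plate controls were DMSO vehicle for no effect and reference drug for full effect; nearly all actives have a fitted effect of over 65% in size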
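Readout: SYBR Green fluorescence, 485 nm excitation, 535 nm emission, after ~16 h lysis at 37C. Before that, Dd2-infected red cells (2.5% hematocrit) grew 72 h with compound, 29 uM top final concentration.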
Numbers without * were called inactive; i = inactive; ? = inconclusive; [ ] = another dose, or the depositor's remark. Potency is the fitted concentration of half-maximal effect. Some of the compounds tested; rates above refer to the full screens.

smiles | Pf Dd2 inh
c1ccc2c(c1)CCN2C1CN(CC2CC2)C1 | ?
O=C(Cc1cccc(C(F)(F)F)c1)N1CCCc2ncc(C(=O)N3CCC[C@@H]3c3ccc(F)cc3)cc21 | -4%
O=C1NC2(CN(C(=O)Cc3ccccc3)C2)Oc2ccccc21 | i
Cc1ccc(-n2ncc3c(Nc4ccc5c(c4)OCCO5)ncnc32)cc1Cl | i[5.79 µM]
CCc1ccc2c(c1)NC(c1cccnc1)=NC(c1ccc(C(C)(C)C)cc1)=N2 | ?
Cc1ccccc1C(=O)NC1(C(F)(F)F)N=C(c2ccccc2)N(C2CCCCC2)C1=O (stereo not given) | i
O=C(NCC1CCN(c2cc(-c3ccc(F)cc3)[nH]n2)CC1)c1ccc2nc[nH]c2c1 | ?
COCc1noc(CCNC(=O)[C@H]2CCC[C@@H](O)C2)n1 | ?
CCN(CC)CCCNC(=O)c1ccc2c(=O)n(CCc3ccccc3)c(=O)[nH]c2c1 | i
COCCN1CC(c2n[nH]c(C3CCOCC3)n2)CCC1=O (stereo not given) | -12%
COC(=O)C1=C(C)N=C2SC=C(CC(=O)NC3CC3)N2C1c1cccc(F)c1 (stereo not given) | ?
Cc1ccc(NC(=O)N2CC(c3nnc(C(C)C)o3)C3(CCOCC3)C2)cc1 (stereo not given) | -3%
CSCC(=O)N1CCC(C2CCN(C(C)=O)CC2)C1 (stereo not given) | -6%
O=C1CC(c2ccc(F)cc2)c2c(c3ccccc3[nH]c2=O)O1 (stereo not given) | 34%
COC(=O)c1ccccc1NC(=O)CCCn1nc(C)c2c(C)n(-c3ccccc3)nc2c1=O | i
COCCCNC(=O)c1ccc(-n2c(-c3ccccc3)cc3c2CCC(C)C3)cc1 (stereo not given) | ?
COc1cccc(S(=O)(=O)N2CCC3(C2)C(=O)N(C)c2ccc(OC)cc23)c1 (stereo not given) | i
CC1=C[C@@H](CNC2CCN(C)CC2)[C@H](C(C)C)C[C@H]1Cc1nc2ccccc2[nH]1 | 7.1µM*
Cc1cnc(C)c(-c2cc(O)c3c(c2)CN(C(=O)c2ccncn2)CCO3)n1 | -14%
Cc1ccc(NS(=O)(=O)c2ccc3nc(-c4ccccc4)[nH]c3c2)cc1Cl | -6%
O=S(=O)(c1ccc(C2CCCCC2)cc1)N1CCN(c2cc(Cl)ccc2Cl)CC1 | 19%
COc1ccc(C(=O)N2CCC3(CC2)c2[nH]c4ccccc4c2CCN3C)cn1 | -10%
CC(C)C(=O)N1CCC(Oc2ccccc2)C1 (stereo not given) | -9%
COc1ccc(CNC(=O)CC[C@]23CC[C@](C)(O)C[C@H]2C(C)(C)C[C@@H]3NC(=O)c2cccs2)cc1 | i
COc1ccc(C(=O)N2C3CCCC2CC(=O)C3)cc1 | 0%[44.1 µM]
CCOc1ccc(CC(=O)NCCS(=O)(=O)N2CCN(c3ccccc3OC)CC2)cc1 | 6%
O=C(NC[C@H]1O[C@H](Cc2cc(-c3ccccn3)on2)CC[C@@H]1O)Nc1ccccc1 | -20%[44.1 µM]
CNC(=O)CCn1ncc2cc(OCc3ccccc3-c3ccc(OC)cc3)ccc21 | ?
O=C(O)c1ccc(CN2Cc3[nH]cnc3C[C@H]2c2nc(-c3ccc4ccccc4c3)no2)cc1 | i
Cc1nnc(N2CCCC(C(=O)NCCN(C)C)C2)c2nn(-c3ccccc3)c(C)c12 (stereo not given) | -15%

Compounds above that contain a CF3 group (2):
smiles | Pf Dd2 inh
O=C(Cc1cccc(C(F)(F)F)c1)N1CCCc2ncc(C(=O)N3CCC[C@@H]3c3ccc(F)cc3)cc21 | -4%
Cc1ccccc1C(=O)NC1(C(F)(F)F)N=C(c2ccccc2)N(C2CCCCC2)C1=O (stereo not given) | i

Next results
smiles | Pf Dd2 inh
CCN(CC)C(=O)c1ccc(NC(=O)c2ccc(-c3nn(C)c(=O)c4ccccc34)cc2)cc1 | ?
O=C(c1ccc2c(c1)N(Cc1ccc(F)cc1Cl)C(=O)c1ccccc1S2)N1CCC2(CC1)OCCO2 | i
COc1ccc(Nc2nc(-c3cccc(Cl)c3)c3c(n2)-c2ccccc2OC3)cc1 | ?
CCc1noc(-c2cccn3c(CNC(=O)c4cccc(F)c4)nnc23)n1 | ?
CCN(CC)c1nc2ccccc2nc1C(=O)Nc1cccc(C(C)=O)c1 | i
Cc1ccc(S(=O)(=O)NC[C@H]2O[C@@H](CC(=O)N3CCCC3)[C@H](O)[C@@H]2O)cc1 | 29%[44.1 µM]
Cc1cc(C)cc(C(=O)NCc2nnc3ccc(-c4ccccc4)nn23)c1 | i
O=C(NCc1cccnc1)c1ccc(-c2ccc(N3CCSCC3)nc2)cc1 | i
Nc1c(-c2nc(-c3ccc(F)cc3)cs2)c2ccccn2c1C(=O)c1ccc2c(c1)OCO2 | ?
COc1ccc(C(=O)NC2CCN(c3cc(-c4cccs4)[nH]n3)C2)c(C)c1 (stereo not given) | i
O=C(c1ccncn1)N1CCC(Oc2cnc3c(ccn3-c3cncnc3)c2)CC1 | i
COc1ccc(CN2CCc3ncc(C(=O)Nc4ccccc4C)n3CC2)cn1 | 5%[44.1 µM]
COC(=O)CNC(=O)c1cc(-c2ccc(Cl)nc2)c2cnn(C)c2n1 | 17%
CCc1cccc2c(C(CC(=O)NCCOC)c3ccc(OC)c(OC)c3)c[nH]c12 (stereo not given) | -20%
NCc1cccc(-c2cccc(O)c2)c1 | ?
O=C(O)CCCC(=O)N1C[C@@H](C(=O)O)[C@H](c2ccc3c(c2)OCO3)C1 | -8%
COc1cc(Cl)c(C)cc1NC(=O)Cn1cc(S(=O)(=O)N2CCN(c3ccccc3F)CC2)c2ccccc2c1=O | 11µM*
CCC(CC)C(=O)N[C@H]1CCN2C(=O)c3cc(-c4cc(Cl)ccc4OC)ccc3NC(=O)[C@@H]2C1 | i
COc1ccc2[nH]c3c(c2c1)CCN(C)C31CCN(C(=O)c2nccc3ccccc23)CC1 | 11%
COC(=O)C1=C(C)N=C2SC=C(CC(=O)NCC3CC3)N2C1c1ccccc1OC (stereo not given) | ?
O=C(c1cccc(F)c1)N1CCN(c2cc(-c3cccs3)[nH]n2)CC1 | i
O=c1[nH]c(CC2CC2)nc2c1CCN(CC1(O)CCCNC1)C2 (stereo not given) | 6%
CCc1cccc(NC(=O)C2CCN(C(=O)c3ncn4c3COC(c3ccc(OC)cc3)C4)CC2)c1 (stereo not given) | ?
CCc1ccc(CNC(=O)CN2CC3CC(C2)[C@H]2CCCC(=O)N2C3)cc1 (stereo not given in full) | -23%
COc1ccccc1-c1noc(-c2ccc(NC3CCCCC3)c([N+](=O)[O-])c2)n1 | ?
CC(=O)OCc1cnc(C)c2oc(=O)c(C(=O)Nc3ccc(C)cc3Cl)cc12 | -20%
CCOC(=O)C1(C)C=C(Nc2ccc(C(=O)O)cc2)C(=O)N1c1ccc(C(=O)O)cc1 (stereo not given) | 32%[activator]
O=C1N(Cc2ccccc2)c2ccccc2C1(O)c1c[nH]c2ccccc12 (stereo not given) | ?
COc1ccc(CNS(=O)(=O)c2cc(Br)cc3c2N(C(C)=O)C(C)C3)cc1 (stereo not given) | 5%
COC(=O)c1sccc1S(=O)(=O)N(CC(=O)Nc1ccccc1)c1ccccc1 | 50%[activator]
CCCn1c2ccc(F)cc2c2nnc(SCCN(CC)CC)nc21 | ?
COCC(=O)N1CCCN(Cc2c(F)ccc(C)c2F)CC1 | 16%
CCOC(=O)c1ccc(N2C(=O)c3n[nH]c(-c4ccco4)c3C2c2ccc(OCC)cc2)cc1 (stereo not given) | ?
O=C(CN1C(=O)C(c2ccccc2)=NC12CCCC2)N1CCc2ccccc21 | 9%
O=C(c1ccc(F)cc1)n1nc(-c2ccc(Cl)cc2)nc1NCc1ccco1 | 16%
O=S(=O)(c1ccccc1)N1CC[C@@H]2COCCN(Cc3cccnc3)[C@@H]2C1 | ?
CC(=O)Nc1ccc(CN2CCc3nc(C(C)C)nc(-c4ccc(Cl)cc4)c3CC2)cc1 | 1.1µM*
C=CCC(CC=C)(CNC(=O)C(=O)Nc1cc(C)ccc1OC)c1ccc(OC)c(OC)c1 | ?
COCCc1noc([C@@H]2CC(F)(F)CN2C(=O)c2ocnc2C)n1 | -23%
O=C(O)Cn1nc(C2CCOCC2)nc1CC1NC(=O)NC1=O (stereo not given) | 0%
CCOC(=O)c1ccc(Nc2c(-c3cccc(O)c3)nc3nc[nH]n23)cc1 | -26%
O=C(CCn1ccn2nc3c(c2c1=O)CCCC3)Nc1cccc(C(F)(F)F)c1 | ?
COCCC(=O)N[C@H]1CC[C@]2(C)CCC([C@H](C)C(=O)N(C)Cc3ccccc3)[C@H](O)[C@H]2[C@@H]1C (stereo not given in full) | ?
COCCn1cnc2ccc(-c3ccccc3)nc2c1=O | ?
CCS(=O)(=O)N1CCC(N2CCCC(C(=O)NCCc3ccccc3)C2)CC1 (stereo not given) | ?
O=C(c1ccccc1)N(Cc1ccco1)Cc1cccs1 | 8%
COCCN1C(=O)[C@@H]2C[C@@H](CN2Cc2ccccn2)Oc2ccccc21 | 10µM*
COc1ccc(O)cc1CN1CCC(Cc2ccc(C(=O)O)cc2)C1 (stereo not given) | -5%
CCc1ccccc1NC(=O)CSCc1cnn(-c2ccccc2)c1-n1cccc1 | -16%
Fc1cc(F)cc(Cc2nc3nccc(-c4ccco4)n3n2)c1 | -17%
COCCNC(=O)[C@@H]1C[C@H](Oc2cccnc2)CN1C(=O)CCc1ccccc1 | i
Cc1ccc(OCC(=O)OCc2cc(=O)n3ccsc3n2)cc1C | i
COCCn1c(=O)c2c(n1Cc1ccccc1)CN(C(=O)c1nc3ccccc3[nH]1)CC2 | -7%[44.1 µM]
CCCS(=O)(=O)N1CC(c2nc(CCOc3cccc(C)c3)no2)C1 | -17%
CCOC(=O)N1CCC(N[C@@H]2CC[C@@H]2NC(=O)c2nc(C)oc2C)CC1 | -14%
CC(C)c1ccc(NC(=O)N[C@H]2CO[C@H]3[C@@H]2OC[C@H]3OC(=O)Nc2ccc(Oc3ccccc3)cc2)cc1 | -29%
Cc1noc(-c2ccc(N3CC4CC(C3)c3cccc(=O)n3C4)nc2)n1 (stereo not given) | -20%
COc1ccc(CNC(=O)Cn2c(-c3ccc(Cl)cc3)nc(C)c(CCO)c2=O)cc1 | -24%
CCc1cccc(C)c1NC(=O)NC1COc2ccccc2C1 (stereo not given) | -4%
O=C(Nc1cc(C(F)(F)F)ccc1Cl)c1cc(S(=O)(=O)NCc2ccccc2)ccc1F | ?

More compounds follow:
SMILES | Pf Dd2 inh
O=C(CN1C[C@@H](C(=O)O)[C@H](c2ccccc2)C1)NCc1ccc(C(=O)O)o1 | -4%
O=C(c1ccncc1)N1C[C@@H]2OCC(=O)N(Cc3ccc(F)cc3)[C@@H]2C1 | 5%[44.1 µM]
COc1ccc(CNC(=O)CCCN2C(=O)COc3ccc(C)cc32)cc1 | ?
Cc1ccc(CN2CCC3(CC2)CN[S+](=O)([O-])c2ccccc2N3)cc1 | 5µM*
Cc1cc(-c2ccccc2)nc2cc(C(=O)Nc3cc(C(F)(F)F)ccc3Cl)nn12 | 18%
O=C(c1cccc(Cl)c1)N1CCC(c2nc3ccccc3o2)CC1 | 31%[activator]
CCNC(=O)C1C(c2cccc(NC(=O)c3ccccc3)c2)OC(=O)N1Cc1ccccc1 (stereo not given) | -9%
CCN(C(=O)CSc1nc(-c2ccccc2)no1)c1cccc(C)c1 | ?
COCCN1CCCCCC(O)c2cc(C(=O)NCC(C)C)ccc21 (stereo not given) | -11%
CCOC(=O)C1CCN(C(=O)Cc2cccn2-c2ccc(F)cc2)CC1 | ?
O=C(CN1C(=O)C(c2ccccc2)=NC12CCCC2)Nc1ccc2c(c1)OCO2 | i
Cn1nc2n(c1=O)CCN(C(=O)C1CC=CCC1)CC2 (stereo not given) | 13%
CCN(CCCNC(=O)c1nn(-c2ccc(OC)c(Cl)c2)c(=O)c2c1c1ccccc1n2C)c1ccccc1 | ?
O=C(c1cccc(Br)c1)N1CCC2(CC1)CC(O)CCO2 (stereo not given) | -14%
CCc1c(C(=O)N2CCC3(CC2)c2ccccc2CC3O)csc1C (stereo not given) | ?
O=C(c1ccc(F)cc1)N1CCc2nc(-c3ccc(Cl)cc3)nc(-c3ccccc3)c2C1 | i
O=C(CN1CCCCCC1)NCC12CCCC=C1NC(=O)CC2 (stereo not given) | ?
CCCNC(=O)OC[C@H]1C[C@@H]2CCN1C[C@@H]2c1cc(-c2ccc(OC)c(OC)c2)nn1C | ?
O=C1NCc2ccccc2CC12CCCN2Cc1ccc(Cl)cc1 (stereo not given) | -13%
CCC[C@H]1C[C@H]1C(=O)NCc1cc2c(nc1OC)CN(C1CCCC1)C2=O | -15%
CN(CC1CCOC1)C(=O)c1cccc(Cl)c1 (stereo not given) | i[5.79 µM]
Cn1cnc(C(=O)NC2CCN(C(=O)N3CC4CC(C3)[C@H]3CCCC(=O)N3C4)CC2)c1 (stereo not given in full) | i
CC(C)(C)c1ccc(S(=O)(=O)NCc2nc3cccnc3n2Cc2ccccc2Cl)cc1 | ?
Cc1cccc(C(C(=O)N2CCN(Cc3noc(C)n3)CC2)N(C)C)c1 (stereo not given) | 3%
Cc1ccc(CNc2ccc3cc(S(=O)(=O)N4CCCCC4)ccc3n2)cc1 | ?

An excerpt from above in order of heavy-atom count, smallest number first.
SMILES | Pf Dd2 inh
CN(CC1CCOC1)C(=O)c1cccc(Cl)c1 (stereo not given) | i[5.79 µM]
O=C(CN1CCCCCC1)NCC12CCCC=C1NC(=O)CC2 (stereo not given) | ?
Cc1cccc(C(C(=O)N2CCN(Cc3noc(C)n3)CC2)N(C)C)c1 (stereo not given) | 3%
CCC[C@H]1C[C@H]1C(=O)NCc1cc2c(nc1OC)CN(C1CCCC1)C2=O | -15%
Cc1ccc(CNc2ccc3cc(S(=O)(=O)N4CCCCC4)ccc3n2)cc1 | ?
O=C(c1ccc(F)cc1)N1CCc2nc(-c3ccc(Cl)cc3)nc(-c3ccccc3)c2C1 | i
